Screens from PubChem BioAssay.
NIH3T3 tox: cytotoxic compounds in NIH 3T3 cells; NIH 3T3 viability, CellTiter-Glo ATP luminescence, 48-72 h; Potency, µM (series often up to 96.7 µM), for inactives: at the top dose activity change, negative = cytotoxicity, usual class: inhibitors; hit rate 4.3% among 94,000; AID 1345082; also: potency is read from the fitted curve at half-maximal effect; nearly all actives have a fitted effect of over 55% in size
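Mouse fibroblast NIH 3T3 cells, 400 per well, received compound via pintool and were incubated for 48 or 72 hr prior to CellTiter-Glo ATP luminescence measurement.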
HEK293 tox: kills HEK 293 cells | HEK 293 viability, ATP luminescence (CellTiter-Glo), 48-72 h | hit rate 6.6% among 94,000 | Potency, µM (doses to about 115 µM), without a hit: at the highest dose activity change, negative = cytotoxicity, most hits filed as inhibitors; also: potency is read from the fitted curve at half-maximal effect; nearly all actives have a fitted effect of over 60% in size
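HEK 293 cells seeded at 250 cells/well were exposed to compound for 48 or 72 hr at 37 degree Celsius. Viability taken as ATP content by CellTiter-Glo luminescence.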
SNCA viab count: cell viability loss counter-screen; HEK-293-SNCA-luc viability, GF-AFC fluorescence, 24 h; Potency, µM (titrated, usually from 57.1 µM), without a hit: at the highest dose activity change, negative = cytotoxicity, most hits filed as cytotoxic; hit rate 0.12% among 150,000;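 also: potency is read from the fitted curve at half-maximal effect; 0% = DMSO-treated cells and -100% = medium-only wells without cells; nearly all actives have a fitted effect of over 30% in size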
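Cytotoxicity counterscreen: after 24 h compound treatment of genome-edited SNCA-luciferase HEK-293 cells, live-cell protease substrate GF-AFC read by fluorescence after 30 min; activity scaled between DMSO (0%) and medium-only (-100%), curves Hill-fitted.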
GPT2 inh: blocks human glutamate pyruvate transaminase 2; Recombinant GPT2, coupled pyruvate oxidase/HRP Amplex Red fluorescence; Potency, µM (titrated, usually from 57.7 µM), inactives show at the highest dose activity change, negative = inhibition, usual class: inhibitors; hit rate 0.25% among 100,000; AID 1671188; also: potency is read from the fitted curve at half-maximal effect; nearly all actives have a fitted effect of over 60% in size; many of its hits are not listed in these tables
Target sequence (Q8TD30 whole entry, looked up): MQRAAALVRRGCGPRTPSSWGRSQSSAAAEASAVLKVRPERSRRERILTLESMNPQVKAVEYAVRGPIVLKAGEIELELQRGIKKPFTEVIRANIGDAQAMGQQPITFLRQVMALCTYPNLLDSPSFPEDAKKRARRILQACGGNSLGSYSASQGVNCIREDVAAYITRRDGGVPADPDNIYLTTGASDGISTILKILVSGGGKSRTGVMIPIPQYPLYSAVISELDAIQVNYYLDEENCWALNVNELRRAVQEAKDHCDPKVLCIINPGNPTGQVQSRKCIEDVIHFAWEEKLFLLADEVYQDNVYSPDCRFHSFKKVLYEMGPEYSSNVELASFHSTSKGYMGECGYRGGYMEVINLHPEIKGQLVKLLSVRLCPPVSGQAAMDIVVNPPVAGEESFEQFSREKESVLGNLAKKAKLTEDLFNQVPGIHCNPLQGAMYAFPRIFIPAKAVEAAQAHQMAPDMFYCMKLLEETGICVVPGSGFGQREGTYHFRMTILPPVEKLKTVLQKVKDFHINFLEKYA
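Fluorescence of coupled pyruvate oxidase/HRP/Amplex Red system (50uM Amplex, 30 min, dark) reports pyruvate formed by GPT2. Enzyme reaction: 10ng/uL GPT2, 2mM L-alanine, 250uM a-KG, 30 min room temperature, pH 7.5; 50uM AOA control.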
FLuc inh: inhibitors of firefly (Photinus pyralis) luciferase. purified P. pyralis luciferase, luminescence, biochemical. Potency, µM (doses to about 115 µM), inactives show at the highest dose activity change, negative = inhibition, actives largely listed as inhibitors. hit rate 2.5% among 76,000. P08659. AID 1347043; also: potency is read from the fitted curve at half-maximal effect; nearly all actives have a fitted effect of over 65% in size
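Biochemical qHTS: compound (6-point titration) added to 10uM D-luciferin plus 10uM ATP in Tris acetate pH 7.5 buffer with Mg, Tween-20 and BSA, then purified enzyme at 10nM; light output imaged.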
SNCA expr inhib: inhibitors of alpha-synuclein (SNCA) gene expression; HEK-293 SNCA-luciferase knock-in, luminescence, 24 h; Potency, µM (series often up to 57.2 µM), for the others: at the top dose activity change, negative = inhibition, most hits filed as inhibitors; hit rate 0.17% among 140,000; AID 1671194;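 also: potency is read from the fitted curve at half-maximal effect; plate controls were DMSO cells for no effect and cell-free wells for full effect; nearly all actives have a fitted effect of over 45% in size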
IP6K1 inh: IP6K1 kinase inhibition | Q92551 | IP6K1 kinase, ADP-Glo luminescence, 2 h; stronger effect = lower value | activity change, % (series mostly up to about 58 µM) | hit rate 0.81% among 140,000 | AID 1645851; in the data active = activity change below about -25%
Target sequence (Q92551 whole entry, looked up): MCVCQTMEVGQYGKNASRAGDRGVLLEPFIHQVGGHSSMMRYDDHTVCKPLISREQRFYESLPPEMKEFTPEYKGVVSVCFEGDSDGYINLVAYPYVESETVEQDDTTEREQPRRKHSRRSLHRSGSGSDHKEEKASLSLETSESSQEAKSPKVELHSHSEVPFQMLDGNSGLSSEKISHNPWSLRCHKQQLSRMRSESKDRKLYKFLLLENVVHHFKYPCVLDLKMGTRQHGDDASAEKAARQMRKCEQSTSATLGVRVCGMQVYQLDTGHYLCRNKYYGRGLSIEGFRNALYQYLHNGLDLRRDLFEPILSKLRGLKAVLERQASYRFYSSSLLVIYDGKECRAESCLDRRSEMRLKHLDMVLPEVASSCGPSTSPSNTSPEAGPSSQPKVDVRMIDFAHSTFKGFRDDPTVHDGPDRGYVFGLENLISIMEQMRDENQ
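ADP-Glo luminescence measures ADP made by human IP6K1 during a 2 h RT reaction with ATP/IP6 (mix at 1.3 mM/130 uM); top library doses 57.5 and 19.1 uM final.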
* marks the source's active call; other numbers are inactive results; i = inactive; ? = inconclusive; . = not tested or not shown; & = joins results of further samples; [ ] = remark or other dose. Unless noted, calls follow the shape of the dose curve; as a rule, active = well fitted curve in the direction sought with a large enough effect; inconclusive = small, poorly fitted or top-dose-only effect, or another doubt; inactive = no such curve, though single readings can be large; an effect the other way counts as inactive or inconclusive. Unless noted, % is scaled to controls: 0 for no effect and ±100 for the full control effect. Some of the compounds tested (hit frequency here may not be typical).

The first 13 compounds, ahead of the listing:
Every second line gives: NIH3T3 tox | HEK293 tox | SNCA viab count | GPT2 inh | FLuc inh | SNCA expr inhib | IP6K1 inh
> O=C(O)Cc1cc(C2CCN(Cc3cn(-c4ccccc4)nn3)CC2)n[nH]1
    -4% | -3% | -2% | -7% | 7% | 2% | 2
> Cc1ccc(C)c(NC(=O)N2C[C@H](c3nc(-c4ccncc4)no3)[C@@H](C)C2)c1
    -17% | ? | -13% | i | -2% | 10% | 4
> O=C(c1c2c(nc3ccccc13)C(=O)N(C1CCCCC1)C2)N1CCN(c2ccc(F)cc2)CC1
    . | . | 2% | . | . | 24% | -1
> O=C(COc1ccccc1)N(Cc1cccnc1)c1nc2c(F)cc(F)cc2s1
    . | . | ? | . | . | 19% | 7
> COc1ccc(-c2nc3scc(CCNS(=O)(=O)c4ccc(F)cc4C)n3n2)cc1
    . | . | ? | . | . | -6% | -13
> Cc1ccc(NC(=O)NC[C@H]2O[C@@H](CC(=O)N3CCN(c4ccccc4)CC3)[C@H](O)[C@@H]2O)cc1
    -18% | -3% | 1% | -8% | 7% | 14% | 15
> COc1ccccc1CC(=O)NC1CCN(C(=O)c2cc3c(=O)[nH]c(C)cn3n2)CC1
    -1% | 7% | -7% | i | -3% | -27% | -18
> COc1ccc(NC(=O)CC2C(=O)N(c3ccc(C)cc3)C(=O)N2Cc2ccc(C)cc2)cc1 (stereo unspecified)
    . | . | 16% | . | . | -6% | -12
> CCOC(=O)N1CCC(c2nnc(CN3CCCCCC3)n2C)CC1
    -20% | -18% | -3% | -33% | -2% | 12% | 8
> O=C(NC1CCN(c2ccc3nnc(C4CC4)n3n2)C1)c1ccccc1Cl (stereo unspecified)
    ? | ? | . | . | . | . | 9
> O=C1CC2(CCN(C(=O)C3CCN(C(=O)Cc4ccccn4)CC3)CC2)Oc2ccccc2N1
    -18% | -14% | -9% | i | . | -4% | 16
> O=[S+]([O-])(c1cccc(C(F)(F)F)c1)N1CCCN(c2ccc3nnc(-c4ccccc4)n3n2)CC1
    ? | ? | . | . | . | . | -3
> CS(=O)(=O)N1CCCCCNC(=O)CC1c1ccccc1 (stereo unspecified)
    -10% | 2% | -1% | i | -12% | 8% | -16

All compounds of this part, repeating the preview:
Every second line gives: NIH3T3 tox | HEK293 tox | SNCA viab count | GPT2 inh | FLuc inh | SNCA expr inhib | IP6K1 inh
> O=C(O)Cc1cc(C2CCN(Cc3cn(-c4ccccc4)nn3)CC2)n[nH]1
    -4% | -3% | -2% | -7% | 7% | 2% | 2
> Cc1ccc(C)c(NC(=O)N2C[C@H](c3nc(-c4ccncc4)no3)[C@@H](C)C2)c1
    -17% | ? | -13% | i | -2% | 10% | 4
> O=C(c1c2c(nc3ccccc13)C(=O)N(C1CCCCC1)C2)N1CCN(c2ccc(F)cc2)CC1
    . | . | 2% | . | . | 24% | -1
> O=C(COc1ccccc1)N(Cc1cccnc1)c1nc2c(F)cc(F)cc2s1
    . | . | ? | . | . | 19% | 7
> COc1ccc(-c2nc3scc(CCNS(=O)(=O)c4ccc(F)cc4C)n3n2)cc1
    . | . | ? | . | . | -6% | -13
> Cc1ccc(NC(=O)NC[C@H]2O[C@@H](CC(=O)N3CCN(c4ccccc4)CC3)[C@H](O)[C@@H]2O)cc1
    -18% | -3% | 1% | -8% | 7% | 14% | 15
> COc1ccccc1CC(=O)NC1CCN(C(=O)c2cc3c(=O)[nH]c(C)cn3n2)CC1
    -1% | 7% | -7% | i | -3% | -27% | -18
> COc1ccc(NC(=O)CC2C(=O)N(c3ccc(C)cc3)C(=O)N2Cc2ccc(C)cc2)cc1 (stereo unspecified)
    . | . | 16% | . | . | -6% | -12
> CCOC(=O)N1CCC(c2nnc(CN3CCCCCC3)n2C)CC1
    -20% | -18% | -3% | -33% | -2% | 12% | 8
> O=C(NC1CCN(c2ccc3nnc(C4CC4)n3n2)C1)c1ccccc1Cl (stereo unspecified)
    ? | ? | . | . | . | . | 9
> O=C1CC2(CCN(C(=O)C3CCN(C(=O)Cc4ccccn4)CC3)CC2)Oc2ccccc2N1
    -18% | -14% | -9% | i | . | -4% | 16
> O=[S+]([O-])(c1cccc(C(F)(F)F)c1)N1CCCN(c2ccc3nnc(-c4ccccc4)n3n2)CC1
    ? | ? | . | . | . | . | -3
> CS(=O)(=O)N1CCCCCNC(=O)CC1c1ccccc1 (stereo unspecified)
    -10% | 2% | -1% | i | -12% | 8% | -16
> CN(CCc1ccccn1)[C@H]1[C@@H]2OC[C@@H](O2)[C@@H](NCc2ccc(-c3ccccc3)cc2)[C@@H]1O
    ? | ? | -4% | -31% | 8% | -27% | -8
> Cn1ccc2cc(S(=O)(=O)N3CCCC(C(=O)NCc4ccccc4F)C3)ccc21 (stereo unspecified)
    . | . | -1% | . | . | 36% | -8
> Cc1cccc(N(C)C(=O)c2cc(S(=O)(=O)N3CCCC3)cn2C)c1
    . | . | -11% | . | . | -12% | 12
> COc1ccccc1-c1cnc(NC(=O)c2ccc(Cl)cc2)c2c1CCO2
    79µM* | 63µM* | -24%[87.6 µM] | 4%[88.5 µM] | ? | 31%[activator][87.6 µM] | -10
> O=C(NCc1cccnc1)C1CCc2nnc(C3CCN([S+](=O)([O-])c4ccccc4Cl)CC3)n21 (stereo unspecified)
    -18% | -19% | 6%[12.5 µM] | -5% | . | 14% | 31
> Cc1ccccc1CNC(=O)CCCn1c(=O)c2cccn2c2ccccc21
    . | . | -9% | . | . | 63%[activator] | 37
> COCC(=O)N1CC2(Cc3ccccc3N(C(C)=O)C2)C1
    -13%&-3%[138 µM] | 4%[172 µM] | 0%&6%[87.6 µM] | -4%[88.5 µM] | 5%&7%[172 µM] | 12%&-5%[87.6 µM] | -1&-9
> CCOC(=O)C(Cc1cccc(N2CCN(C(=O)c3ccccc3F)CC2)c1)OC (stereo unspecified)
    -29% | ? | . | . | . | . | 0
> COc1ccc(-c2cnc(C)o2)cc1S(=O)(=O)Nc1c(C)cc(C)cc1C
    . | . | -16% | . | . | 5% | -15
> CCCNC(=O)C(NC(=O)c1ccc(C)cc1)C1CCN(C(=O)c2ccc3c(c2)OCO3)CC1 (stereo unspecified)
    -8% | -1% | 1% | -9% | -2% | -6% | 6
> COc1ccccc1-c1cccc(CN2CCCC(C(=O)NCc3ccc(C(F)(F)F)cc3)C2)c1 (stereo unspecified)
    22µM* | 18µM* | ? | ? | . | ? | -4
> COc1ccc(CC(=O)N2CNC(=O)C23CCN(C(=O)CN)CC3)cc1
    i | i | -4% | -8% | . | ? | 1
> CC(C)CCNC(=O)C1CCN(C(=O)N2CCOc3ccc(Cl)cc32)CC1
    . | . | -4% | . | . | -8% | 14
> O=C(c1ccc2c(c1)OCO2)N1CCC(N2Cc3cccn3C2=O)CC1
    -15% | 2% | 3% | i | . | -16% | -4
> COc1ccc(N2CC(NC(=O)c3ccc(S(=O)(=O)N4CCOCC4)cc3)CC2=O)cc1 (stereo unspecified)
    . | . | -10% | . | . | 11% | -3
> N#C/C(=C\c1ccc(F)cc1)c1nc(-c2ccc(-c3ccccc3)cc2)cs1
    . | . | 4% | . | . | 45%[activator] | 33
> O=C(c1ccc(OC(F)(F)F)cc1)N1CCC(n2cc(-c3nc(C4CC4)no3)nn2)C1 (stereo unspecified)
    ? | ? | 5% | -19% | -1% | -13% | -13
> COc1ccc(/C=C/c2nc(C#N)c(N3CCC(C(N)=O)CC3)o2)cc1OC
    . | . | ? | . | . | 68%[activator] | -23
> CC(C)n1nc(OC(C)(C)C(=O)Nc2ccccn2)c2cc(CN3CCOCC3)ccc21
    ? | ? | -14%[87.6 µM] | 2%[88.5 µM] | 1%[172 µM] | ? | -12
> COc1cccc(NC(=O)CSC2=Nc3ccccc3C3=NC(CC(=O)NC4CCCCC4)C(=O)N23)c1 (stereo unspecified)
    . | . | 2% | . | . | 27% | -9
> O=S(=O)(NCCc1noc(-c2ccccc2)n1)c1cccs1
    ? | ? | 6% | 1% | -19% | 35%[activator] | 28
> Cn1ccc2cc(S(=O)(=O)N3CCC(C(=O)NCCc4ccccc4)CC3)ccc21
    . | . | 1% | . | . | -9% | -5
> CC(=O)NC[C@@H]1C=C(C)[C@H](CC(=O)N(C)Cc2ccccc2)C[C@H]1C(C)C
    -25%[138 µM] | ? | ? | -8%[88.5 µM] | -8%[172 µM] | -30%[87.6 µM] | 18
> CCOc1ccccc1-c1noc(-c2nc(CC)no2)n1
    0% | ? | -5% | 4% | -13% | -21% | -10
> Cc1ccc(NS(=O)(=O)c2ccc(-n3cccn3)cc2)c(Br)c1
    . | . | 6% | . | . | 8% | -3
> COc1cc(NC(=O)c2cc3c(=O)n(Cc4cccs4)ccc3nc2C)cc(OC)c1OC
    . | . | -2% | . | . | -12% | 0
> Cc1cccc(NC(=O)Cn2cccc2-c2nc(-c3ccc4c(c3)OCO4)no2)c1
    0% | -6% | -2% | -9% | 1% | 9% | 26
> O=C(Nc1ccc(Cl)cc1)NC1CCCN(c2ccc3nnc(C4CC4)n3n2)C1 (stereo unspecified)
    -13% | ? | . | . | . | . | 13
> Cc1cc(=O)n(CC(=O)Nc2ccccc2F)c(-c2ccc(Cl)cc2)n1
    ? | ? | 0% | -17% | 0% | 14% | 4
> CCOc1ccccc1N(C)C(=O)Cn1nc(Cc2ccncc2)c2ccccc2c1=O
    . | . | -3% | . | . | 38%[activator] | 13
> CCCCCCCC/C=C/C(=O)O
    . | . | -26%[23.9 µM] | i | . | -20%[25.6 µM] | 6
> COc1cc(NC(=O)CN2C(=O)C(c3ccccc3)=NC2(C)C)cc(OC)c1OC
    ? | -28% | 11%[12.5 µM] | -5% | -16% | 19% | 6
> COc1cc2c(N3CCN(C(=O)Nc4ccc(OC(C)C)cc4)CC3)ncnc2cc1OCCCN1CCCCC1
    . | . | ? | -12%&-3% | . | -46%[25.6 µM] | -1&1
> Cc1ccc(CN2CCCn3nc(C(=O)NCCc4ccccc4Cl)cc3C2=O)cc1
    . | . | 4% | . | . | ? | -2
> CC(=O)O[C@H]1[C@H](Oc2ccccc2COC(=O)C2(O)C=CCCC2=O)O[C@H](CO)[C@@H](O)[C@@H]1O (stereo partly specified)
    . | . | -1%[23.9 µM] | 1%[27.3 µM] | . | . | 5
> CCC1CCCCN1S(=O)(=O)c1ccc(NC(=O)c2cc(=O)c3c(C)cc(C)cc3o2)cc1 (stereo unspecified)
    . | . | -9% | . | . | 1% | -11
> COc1cccc(CN2CCc3c(cc(C(=O)NCc4cccs4)n3C)C2)c1
    ? | ? | -9% | i | -10% | ? | -5
> c1cnc2c(c1)nc1n2[C@@H](CNC2CCOCC2)COC1
    2%[230 µM] | -1%[230 µM] | 3%[87.6 µM] | i | -6%[230 µM] | 1%[87.6 µM] | 10
